human PMI inhibition = MPI enzyme activity inhibition – biochemical, fluorescence intensity, coupled assay, primary screen (AID 1209); purified PMI enzyme, coupled fluorescence intensity; higher % means a stronger effect; one-dose inhibition, % at 20 µM; IC50 in µM for titrated hits; hit rate 0.42% among 190,000;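 further: plate controls were DMSO vehicle for no effect and wells lacking substrate for full effect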
bCat nuc transl = modulators of beta-catenin nuclear translocation | HeLa beta-catenin nuclear translocation, immunofluorescence imaging | nuclear translocation activity, % at 5 µM | hit rate 0.3% among 190,000;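 active means nuclear translocation activity above 50% at 5 µM, with a well cell count of 50 or more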;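 further: per-cell ratio of nuclear to cytoplasmic median beta-catenin stain intensity; plate controls were DMSO negative control for no effect and GSK-3 inhibitor IX positive control for full effect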
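System: HeLa cells, endogenous beta-catenin; compound dosing: 5 µM primary single dose, 0.1% DMSO, 0.02–20 µM confirmation series; incubation: 24 h compound exposure at 37°C, 5% CO2; signal: beta-catenin immunofluorescence imaging with DAPI; evaluation: % activation, nuclear-to-cytoplasmic median beta-catenin signal ratio per cell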
TNAP activation fold = human TNAP enzyme activators, primary screen, biochemical, luminescent, no phosphate acceptor, uHTS (AID 1001); purified TNAP, luminescent activation assay, no phosphate acceptor; higher activation fold means a stronger effect; one-dose activation fold at 20 µM; EC50 in µM for titrated hits; hit rate 0.03% among 200,000; in the data active means activation fold from about 3, or a potency from the dose series; inactive means the rest, 99 in 100 with activation fold below about 1.6; further: many of its hits are not listed in these tables
Ins promoter up = MIN6 insulin promoter up-regulation; MIN6 insulin promoter-GFP reporter, high-content imaging; hits give high values; z-score at 5 µM; hit rate 0.3% among 190,000; AID 1625;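 active means z-score above 3 at 5 µM with at least 500 cells counted in the well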
MT stabilize HCS = microtubule stabilization, imaging screen; HeLa tubulin immunostaining HCS, 24 h; share of cells brighter than vehicle mean+2SD; % tubulin-high responders, % at 10 µM; hit rate 0.83% among 200,000;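 active means plate Z-score above 3 for both tubulin-high and condensed-nucleus cell shares, with cell loss under 80%, at 10 µM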;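 further: anti alpha tubulin signal scored within the nucleus-defined area of each cell; some results filed as inactive read as strong as hits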
PMI inhibition = MPI inhibition at elevated mannose 6-phosphate – biochemical, fluorescence intensity, high mannose 6-phosphate, primary screen (AID 1220); recombinant PMI enzyme, coupled fluorescence intensity; higher % means a stronger effect; inhibition, % at 20 µM, or IC50 in µM where a hit was titrated; hit rate 0.66% among 190,000
Lipid droplet = modulators of hepatic lipid droplet formation | AML12 mouse hepatocytes, oleate lipid droplets, BODIPY imaging | inhibition, % at 6.5 µM | hit rate 0.4% among 240,000;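 active means lipid droplet intensity inhibited by at least 50%, with more than 500 cells counted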
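Test system: AML12 hepatocytes (mouse); reagent: oleate loading, 100 µM; dosing: one dose, 6.5 µM compound; incubation: overnight exposure; signal: fluorescence imaging, 20x objective, two fields per well; read-out basis: % inhibition of corrected integrated BODIPY droplet signal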
T cell HTS = modulates CD8 T cell binding to vesicles | AID 2052 | hit rate 0.068% among 330,000 | 2C CD8+ T cell-vesicle binding, flow cytometry; hits give low values | calls only at 7 µM;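 active means response, share of CD8 T cells binding vesicles, and their 90th percentile fluorescence all below set limits, cut at about 80% in these data, passing the limit was not always enough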
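Assay system – 2C mouse CD8+ T cells · Also added – QL9-loaded Drosophila micro-vesicles · Timing – Cell–vesicle co-incubation 1.5 h at 37 °C, staining 20 min on ice · Signal – flow cytometry of vesicle-bound cells · Measure – percent CD8+ FL2 mean versus row control · Controls – Peptide-free naked vesicles (low) and QL9 vesicles with 0.7% DMSO vehicle (high)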
Autophagy mod = modulators of autophagy; calls only at 10 µM (by protocol); hit rate 0.98% among 190,000; MEF GFP-LC3 puncta imaging; test concentration mostly 10 µM; AID 463193;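 active means percentage of spot-positive cells more than 3 SD above its plate mean, without a fluorescence outlier flag or 80% toxicity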;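 further: spot-positive cell cutoff set from DMSO-treated cells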
Ins promoter up cell count = also measured in Ins promoter up; calls as there; cell count; measured here: cytotoxicity, nuclei count;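 total cells summed across four imaged fields per well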
Lipid droplet cells 6.5 µM = further read-out of Lipid droplet, marked with its call; cell count; measured here: cell count, cytotoxicity flag;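 cells counted across two imaged fields per well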
bCat nuc transl cell count 5 µM = also measured in bCat nuc transl; calls as there; cell count; measured here: cell count, cytotoxicity flag
T cell HTS vesicle-bound % = second read-out of T cell HTS, no call of its own (marks repeat the call); double positive events, %; measured here: CD8+ vesicle-bound cell fraction;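 binding gate set so that unloaded-vesicle control wells show 10% double positive cells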
MT stabilize HCS Hoechst-high % = second read-out of MT stabilize HCS, no call of its own (marks repeat the call); % Hoechst-high responders; measured here: nuclear condensation Hoechst responders;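 share of cells brighter than vehicle mean plus two SD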
MT stabilize HCS cytotoxicity % = also measured in MT stabilize HCS; calls as there; toxicity, %; measured here: cytotoxicity by cell density;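 0% = mean cell density of plate MIN control wells and 100% = no cells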
Autophagy mod cell loss 18 h = recorded beside Autophagy mod, whose call it bears; toxicity, %; measured here: cell loss, nuclei count;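 cell loss after 18 h compound exposure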
* hit, by the source's call; i = inactive; · = no result given; & = joins results of further samples. Unless noted, no stated cut-off is given here; in the data, active means inhibition above about 50%; inactive means the rest. A portion of the library; the hit share may differ from the screen's.

Short keys: A = human PMI inhibition; B = bCat nuc transl; C = bCat nuc transl cell count 5 µM; D = TNAP activation fold; E = Ins promoter up; F = Ins promoter up cell count; G = MT stabilize HCS; H = MT stabilize HCS Hoechst-high %; I = MT stabilize HCS cytotoxicity %; J = PMI inhibition; K = Lipid droplet; L = Lipid droplet cells 6.5 µM; M = T cell HTS; N = T cell HTS vesicle-bound %; O = Autophagy mod; P = Autophagy mod cell loss 18 h
Cc1ccc(N(CC2=NCCN2)c2cccc(O)c2)cc1
  A = 13.6%&-0.5%	B = -0.6	C = 1273	D = 0.9&1	E = -0.1	F = 1652	G = 2.1&3.8&3.2	H = 1.0&2.1&2.2	I = 4.8&12.3&3.5	J = 25.8%&16.1%	K = -3.1	L = 674	M = i	N = 28.1&19.9&15.8	O = i	P = 12.7&8.8&27.2

CC(=O)Nc1ccc(CC(=O)O)cc1
  A = 4.9%	B = 1.2	C = 1033	D = 1.1	E = 0.02	F = 1401	G = ·	H = ·	I = ·	J = -1.0%	K = -2.1	L = 751	M = i	N = 29.4	O = ·	P = ·

O=c1oc2c(O)c(O)cc3c(=O)oc4c(O)c(O)cc1c4c23
  A = 67.5%*	B = ·	C = ·	D = 1	E = ·	F = ·	G = 2.5	H = 1.8	I = 4.6	J = 61.2%*	K = -7.9	L = 692	M = i	N = 54.4	O = i	P = 14.4

C=CC[n+]1ccc(/C=C2\C=Cc3cc(C)ccc3N2CC)c2ccccc21
  A = 64.5%*	B = 0.1	C = 489	D = 0.8	E = ·	F = ·	G = 11.6	H = 1.7	I = 3.0	J = 32.9µM*	K = -36.8	L = 672	M = ·	N = ·	O = i	P = 15.4

N#Cc1ccc(C(c2ccc(C#N)cc2)n2cncn2)cc1
  A = 1.0%	B = -2.0	C = 1158	D = 1.1	E = 0.42	F = 1407	G = ·	H = ·	I = ·	J = -6.2%	K = -5.0	L = 683	M = ·	N = ·	O = ·	P = ·

CCC(NC(C)C)C(O)c1ccc(O)c2[nH]c(=O)ccc12 (stereo not given)
  A = 4.3%	B = ·	C = ·	D = 1.1	E = ·	F = ·	G = 2.6	H = 1.8	I = 9.8	J = 11.5%	K = -5.3	L = 721	M = i	N = 66.7	O = i	P = -5.6

CC(C)=CCOc1c2ccoc2cc2oc(=O)ccc12
  A = 2.9%	B = -2.2	C = 541	D = 1.1	E = -0.18	F = 1033	G = 2.8	H = 1.4	I = 4.6	J = 13.8%	K = 6.4	L = 755	M = i	N = 42.2	O = i	P = -0.7

COc1cc2ncnc(Nc3cccc(Cl)c3)c2cc1OC
  A = -1.0%	B = -2.0	C = 1181	D = 1.1	E = -0.69	F = 1302	G = ·	H = ·	I = ·	J = -4.8%	K = 65.0*	L = 437*	M = ·	N = ·	O = ·	P = ·

4 structures from above, arranged by molecular weight, high to low:
Short keys: A = human PMI inhibition; B = bCat nuc transl; C = bCat nuc transl cell count 5 µM; D = TNAP activation fold; E = Ins promoter up; F = Ins promoter up cell count; G = MT stabilize HCS; H = MT stabilize HCS Hoechst-high %; I = MT stabilize HCS cytotoxicity %; J = PMI inhibition; K = Lipid droplet; L = Lipid droplet cells 6.5 µM; M = T cell HTS; N = T cell HTS vesicle-bound %; O = Autophagy mod; P = Autophagy mod cell loss 18 h
C=CC[n+]1ccc(/C=C2\C=Cc3cc(C)ccc3N2CC)c2ccccc21
  A = 64.5%*	B = 0.1	C = 489	D = 0.8	E = ·	F = ·	G = 11.6	H = 1.7	I = 3.0	J = 32.9µM*	K = -36.8	L = 672	M = ·	N = ·	O = i	P = 15.4

CCC(NC(C)C)C(O)c1ccc(O)c2[nH]c(=O)ccc12 (stereo not given)
  A = 4.3%	B = ·	C = ·	D = 1.1	E = ·	F = ·	G = 2.6	H = 1.8	I = 9.8	J = 11.5%	K = -5.3	L = 721	M = i	N = 66.7	O = i	P = -5.6

N#Cc1ccc(C(c2ccc(C#N)cc2)n2cncn2)cc1
  A = 1.0%	B = -2.0	C = 1158	D = 1.1	E = 0.42	F = 1407	G = ·	H = ·	I = ·	J = -6.2%	K = -5.0	L = 683	M = ·	N = ·	O = ·	P = ·

CC(=O)Nc1ccc(CC(=O)O)cc1
  A = 4.9%	B = 1.2	C = 1033	D = 1.1	E = 0.02	F = 1401	G = ·	H = ·	I = ·	J = -1.0%	K = -2.1	L = 751	M = i	N = 29.4	O = ·	P = ·
